From PubChem BioAssay
JMJD2A Tudor – qHTS Assay for Inhibitors of JMJD2A-Tudor Domain; Potency, µM (series often up to 114 µM), without a hit: at the top dose activity change, negative = inhibition, most hits filed as inhibitors; AID 504339, 2011; AlphaScreen JMJD2A-Tudor / H3K4me3 peptide binding; 390,000 compounds, 4.4% hits; also: potency is read from the fitted curve at half-maximal effect; % is scaled to controls: 0 for no effect and ±100 for the full control effect; nearly all actives have a fitted effect of over 50% in size
BAZ2B inh – qHTS Assay for Inhibitors of BAZ2B; Potency, µM (highest dose often 114 µM), inactives show at the highest dose activity change, negative = inhibition, most hits filed as inhibitors; AlphaScreen BAZ2B-H3K14Ac peptide displacement; 360,000 compounds, 4.4% hits; Bromodomain adjacent to zinc finger domain protein 2B (Homo sapiens), Q9UIF8; also: potency is read from the fitted curve at half-maximal effect; % is scaled to controls: 0 for no effect and ±100 for the full control effect; nearly all actives have a fitted effect of over 60% in size
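Compounds, titrated to a top concentration of 110 uM, were incubated 30 min at room temperature with preformed BAZ2B/acetyl-K14 H3 peptide complex (50 nM each). Proximity signal was measured by AlphaScreen after 20 min with beads.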
Pin1 inh – qHTS Assay to Find Inhibitors of Pin1; Peptidyl-prolyl cis-trans isomerase NIMA-interacting 1 (Homo sapiens), Q13526; Pin1 FP peptide displacement, HiFluor488, 10 min; Potency, µM (top dose mostly 115 µM), without a hit: top-dose activity, negative = inhibition, actives largely listed as inhibitors; 390,000 compounds, 0.009% hits; AID 504891, 2011; active = well fitted inhibition curve with a large enough effect in the polarisation, with a control signal flat, not every such curve was filed as active; inconclusive = small, poorly fitted or top-dose-only effect, or effect the other way, or a change in a side signal; inactive = no such curve, though single readings can be large or run the other way; the % refers to the polarisation; also: potency is read from the fitted curve at half-maximal effect; % is scaled to controls: 0 for no effect and ±100 for the full control effect
HP1b binding inh – HTS for Inhibitors of HP1-beta Chromodomain Interactions with Methylated Histone Tails; AlphaScreen HP1-beta / biotin-H3K9me3 peptide binding; Potency, µM (series often up to 114 µM), for inactives: top-dose activity change, negative = inhibition, usual class: inhibitors; 390,000 compounds, 0.56% hits; also: potency is read from the fitted curve at half-maximal effect; nearly all actives have a fitted effect of over 70% in size; inactives centre near 23
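HP1-beta protein (50 nM final) preincubated 30 min at room temperature with biotinylated H3(1-18)K9me3 peptide (50 nM) in PBS pH 7.4, 0.01% Tween-20, then compound added for 30 min. AlphaScreen streptavidin donor/nickel chelate acceptor beads (10 ug/mL final), 30 min dark, luminescence read.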
POLH inh – qHTS for Inhibitors of Polymerase Eta; recombinant Pol eta, fluorescent DNA replication assay; Potency, µM (top dose mostly 114 µM), for the others: top-dose activity change, negative = inhibition, actives largely listed as inhibitors; DNA polymerase eta (Homo sapiens), Q9Y253; 390,000 compounds, 1.2% hits; also: potency is read from the fitted curve at half-maximal effect; % is scaled to controls: 0 for no effect and ±100 for the full control effect
Target sequence (Q9Y253 whole entry, looked up): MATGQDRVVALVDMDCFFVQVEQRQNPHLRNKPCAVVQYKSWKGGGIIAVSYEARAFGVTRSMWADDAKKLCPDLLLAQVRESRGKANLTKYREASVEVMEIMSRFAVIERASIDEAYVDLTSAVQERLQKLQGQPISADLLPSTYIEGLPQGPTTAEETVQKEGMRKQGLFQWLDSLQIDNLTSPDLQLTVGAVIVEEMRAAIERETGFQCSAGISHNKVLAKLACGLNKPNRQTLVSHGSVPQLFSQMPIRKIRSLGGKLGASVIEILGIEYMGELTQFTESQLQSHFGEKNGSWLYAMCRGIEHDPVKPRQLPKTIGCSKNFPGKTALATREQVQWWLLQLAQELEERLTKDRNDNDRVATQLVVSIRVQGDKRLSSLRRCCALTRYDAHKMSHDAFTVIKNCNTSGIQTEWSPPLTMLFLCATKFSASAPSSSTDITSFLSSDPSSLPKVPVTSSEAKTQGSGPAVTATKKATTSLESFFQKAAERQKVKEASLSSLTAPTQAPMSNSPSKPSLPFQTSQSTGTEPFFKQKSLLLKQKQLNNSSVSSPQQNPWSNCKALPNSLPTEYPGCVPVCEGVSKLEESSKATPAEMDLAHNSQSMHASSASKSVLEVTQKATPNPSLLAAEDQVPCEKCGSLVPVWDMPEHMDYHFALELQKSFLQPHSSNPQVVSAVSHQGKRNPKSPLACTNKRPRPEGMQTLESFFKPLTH
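Pol eta at 10 nM preincubated with compounds 15 min at room temperature; reaction started with fluorescent substrate (50 nM final) and read kinetically at 0 and 10 min.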
GLS inh – qHTS for Inhibitors of Glutaminase (GLS); GLS enzymatic activity, qHTS titration; Potency, µM (top dose mostly 45.5 µM), without a hit: at the top dose activity change, negative = inhibition, most hits filed as inhibitors; 410,000 compounds, 0.21% hits; also: potency is read from the fitted curve at half-maximal effect; % is scaled to controls: 0 for no effect and ±100 for the full control effect
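Compounds were pin-transferred onto hKGA, after which L-glutamine (1 mM solution) and a detection mix of glutamate oxidase, HRP and Amplex Red were added. Initial and 30 min RT fluorescence reads were collected.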
PGK inhibitor – qHTS Assay to Find Inhibitors of Phosphoglycerate Kinase. Phosphoglycerate kinase, glycosomal (Trypanosoma brucei brucei), P07378. PGK/GAPDH coupled, Kinase-Glo luminescence, 60 min. Potency, µM (titrated, usually from 57.5 µM), for the others: at the top dose activity change, negative = inhibition, usual class: inhibitors. 380,000 compounds, 0.043% hits; also: potency is read from the fitted curve at half-maximal effect; % is scaled to controls: 0 for no effect and ±100 for the full control effect; nearly all actives have a fitted effect of over 60% in size
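Luminescent ATP detection (Kinase-Glo Plus) follows a 60-minute room-temperature incubation, with wells lacking PGK as controls. Buffer: 100 mM TEA (pH 7.6), 5 mM MgCl2, 0.01% Tween-20. Coupling enzyme GAPDH (100 nM final) supplies unstable 1,3-BPG in-well.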
PI4K2A inh – qHTS for small molecular inhibitors of PI4K2A. Phosphatidylinositol 4-kinase type 2-alpha (Homo sapiens), Q9BTU6. purified PI4K2A, ADP-Glo luminescence, 1 h; stronger effect = lower value. activity change, negative = inhibition, % at 76.9 µM. 420,000 compounds, 0.13% hits; in the data active = activity change below about -50%; inconclusive = mostly about -30% to -49%;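 also: -100% = wells without enzyme as full effect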
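PI4K2A activity was measured by ADP-Glo luminescence: enzyme (4 ug/mL stock) and phosphatidylinositol (1.2 mM stock) in Tris pH 7.5/MgCl2/EGTA/Triton X-100 buffer were reacted with ATP (300 microM stock) for one hour at ambient temperature.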
G9a block – qHTS Assay for Inhibitors of Histone Lysine Methyltransferase G9a; Potency, µM (titrated, usually from 102 µM), without a hit: at the highest dose activity, negative = inhibition, hits mostly inhibitors; 350,000 compounds, 8.8% hits; Histone-lysine N-methyltransferase EHMT2 (Homo sapiens), Q96KQ7; G9a H3K9 monomethylation, AlphaScreen, 2 h; also: potency is read from the fitted curve at half-maximal effect; % is scaled to controls: 0 for no effect and ±100 for the full control effect; nearly all actives have a fitted effect of over 75% in size
Target sequence (Q96KQ7 913-1193 limits assumed): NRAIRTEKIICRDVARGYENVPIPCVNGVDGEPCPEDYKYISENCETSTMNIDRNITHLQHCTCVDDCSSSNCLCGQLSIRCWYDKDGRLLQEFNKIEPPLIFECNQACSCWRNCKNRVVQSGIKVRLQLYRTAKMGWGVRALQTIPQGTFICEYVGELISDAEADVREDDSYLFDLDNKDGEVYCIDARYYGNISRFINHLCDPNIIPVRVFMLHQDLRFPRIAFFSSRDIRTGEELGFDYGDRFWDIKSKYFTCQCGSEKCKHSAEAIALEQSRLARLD
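AlphaScreen read-out: biotin-H3K9 peptide (500 nM) methylation by 20 nM enzyme with 20 uM SAM, 2 h at room temperature after 15 min compound preincubation; anti-monomethyl H3K9 antibody plus donor/acceptor beads, 10 min dark.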
* = called active by the depositor; i = inactive; ? = inconclusive; . = not tested or not shown; & = joins results of further samples; [ ] = remark or other dose. Unless noted, calls follow the shape of the dose curve; as a rule, active = well fitted curve in the direction sought with a large enough effect; inconclusive = small, poorly fitted or top-dose-only effect, or another doubt; inactive = no such curve, though single readings can be large; an effect the other way counts as inactive or inconclusive. These rows are one share of the data. The share of hits here may be higher or lower than overall.

SMILES	JMJD2A Tudor	BAZ2B inh	Pin1 inh	HP1b binding inh	POLH inh	GLS inh	PGK inhibitor	PI4K2A inh	G9a block
O=C(O)CCN1C(=O)c2ccccc2C1=O	-10%	-1%	-3%	31%[activator]	-1%	14%	6%	-1	3%[12.7 µM]
CCCS(=O)(=O)N1CCC(C(=O)NCCCOCC)CC1	-11%	2%	-3%	10%	4%	9%	0%	-1	21%
c1csc(CCNc2ncnc3sc4c(c23)CCC4)c1	16%	10%	5%	53%[activator]	-7%	1%	-1%	-3	-6%
CC1CN(C(=O)N2CCC(C(=O)N3CCN(c4ccccc4)CC3)CC2)c2cc(Cl)ccc2O1 (stereo not drawn)	?	?	-6%	?	-18%	10%	-8%	-1	?
Cc1ccc(C(=O)N2CCN(c3ccccc3)CC2)cc1NC(=O)c1ccco1	-20%	-6%	-10%	21%	-15%	0%	0%	1	.
CCc1cc(=O)[nH]c(SCCC(F)=C(F)F)n1	-20%[57.1 µM]	-7%	0%	29%	-5%	2%	-3%	0	25%
O=C(O)CN=C(NS(=O)(=O)c1ccc(Cl)cc1)c1ccc(F)cc1	-17%	-4%	-2%	6%	0%	1%	-6%	-6	-45%
Cc1cnc(C(=O)OCc2ccc(Br)cc2)cn1	-14%	15%	2%	-3%	3%	9%	-8%	3	20%[59 µM]
COc1ccc(OCc2nn3c(-c4cccc(OC)c4)nnc3s2)cc1	-19%	-24%	1%	38%[activator]	-7%	5%	4%	9	?
CCOc1ccc(S(=O)(=O)N2CCOCC2)cc1NC(=O)CN1C(=O)NC(C)(c2ccc(C)cc2)C1=O (stereo not drawn)	-21%	6%	0%	22%	-22%	-6%	-8%	-1	-30%
CCN(c1ccccc1)c1nnc(NC(=O)Nc2ccc(Br)cc2)s1	-15%	-13%	-1%	10%	-14%	-1%	i	-1	-38%[59 µM]
O=C(Nc1ccccc1)c1cccc(-c2nnc(-c3ccccc3)o2)c1	-12%	8%	-4%	15%	?	4%	-5%	-2	10%[59 µM]
COc1ccc(C)cc1NC(=O)N1CCCn2nc(C)cc21	-11%	-1%[57.1 µM]	-3%	11%	-15%	18%	i	0	1%[59 µM]
O=C(COC(=O)c1ccc(O)cc1)Nc1cc(C(F)(F)F)ccc1N1CCOCC1	-8%	-16%	3%	21%	-16%	4%	i	-10	9%[2.33 µM]
Cc1cc(Cl)ccc1OCCSc1nnc(-c2cccs2)o1	107%[activator]	215%[activator]	13%	147%[activator]	-8%	-6%	-7%	-1	52%[activator][59 µM]
CCn1c(SCC(=O)Nc2ccc(C)cc2)nc2nc3c(cc2c1=O)CCCC3	2%	2%	8%	40%[activator]	-9%	2%	1%	-1	10%[59 µM]
CC1CN(Cc2csc(-c3ccc(Cl)cc3)n2)CC(C)O1 (stereo not drawn)	10µM*	50µM*	3%	?	-8%	-11%	0%	8	40µM*
CC1=C(C(=O)N2CCN(c3cc(C)ccc3C)CC2)C2(CCCCC2)OC1=O	-15%	-1%	-2%	27%	-4%	1%	i	-5	12%
COc1cccc(-c2nnc(NC(=O)c3ccccc3Br)o2)c1	?	?	1%	15%	-6%	3%	-3%	-15	11%[59 µM]
COc1ccc(C2=NN(CC(=O)NCCc3ccccc3)C(=O)CC2)cc1	2%	-6%	-1%	4%	-6%	-7%	i	1	?
O=C(Nc1ccc(F)cc1)Nc1ccc2ccccc2n1	-3%	2%	1%	26%	-10%	-7%	-8%	-2	8%
OCCCc1cn(CC2CCCCC2)nn1	3%	0%	1%	60%[activator]	-3%	-4%	-3%	-1	?
O=C(NCCC1=CCCCC1)C1CC(=O)N(C2CCCCC2)C1 (stereo not drawn)	-7%	-6%	-8%	19%	-2%	9%	-10%	0	0%[12.7 µM]
COc1ccc(NC(=O)c2cc(Cl)ccc2Cl)c([N+](=O)[O-])c1	-11%	-6%	-1%	3%	-11%	7%	4%	1	24%[59 µM]
COc1cccc(C(=O)c2cn(CC(=O)NCc3ccccc3Cl)c3nc(C)ccc3c2=O)c1	-29%	4%	64%[activator]	29%	3%	7%	7%	-3	6%[59 µM]

Retrieved one by one from the entries so far, 2 records:
SMILES	JMJD2A Tudor	BAZ2B inh	Pin1 inh	HP1b binding inh	POLH inh	GLS inh	PGK inhibitor	PI4K2A inh	G9a block
COc1cccc(C(=O)c2cn(CC(=O)NCc3ccccc3Cl)c3nc(C)ccc3c2=O)c1	-29%	4%	64%[activator]	29%	3%	7%	7%	-3	6%[59 µM]
O=C(Nc1ccccc1)c1cccc(-c2nnc(-c3ccccc3)o2)c1	-12%	8%	-4%	15%	?	4%	-5%	-2	10%[59 µM]

Next results
SMILES	JMJD2A Tudor	BAZ2B inh	Pin1 inh	HP1b binding inh	POLH inh	GLS inh	PGK inhibitor	PI4K2A inh	G9a block
COc1ccc(C2CC(=O)Oc3c(C(CCN4CCCCC4)c4ccc(N(C)C)cc4)c(OC)cc(OC)c32)cc1 (stereo not drawn)	16µM*	22µM*	4%&-3%	?	-17%	12%	-4%	2	-105%[59 µM]
CC(=O)c1ccc(N2CCN(CN3C(=O)CC4(CCCC4)C3=O)CC2)c(F)c1	-15%	1%	-1%	-18%	-7%	-1%	0%	2	-2%
COc1cccc(NC(=O)c2ccccc2-c2nc(-c3ccc(F)cc3)no2)c1	-3%	47%[activator]	13%	34%	-15%	3%	-1%	-5	-5%[12.7 µM]
CCc1cnc2c(c1SCC(=O)Nc1cc(Cl)ccc1OC)c(=O)n(C)c(=O)n2C	-5%	0%	0%	11%	-4%	-3%	2%	-1	12%[59 µM]
CC1(C)C2CCC(C2)C1(C)NC(=O)CNCc1cccs1 (stereo not drawn)	25µM*	.	1%	?	-10%	-4%	.	0	11µM*
N/C(=N\OC(=O)CCCOc1ccccc1)c1ccc(Br)cc1	76%[activator]	177%[activator]	1%	79%[activator]	-2%	-1%	i	1	.
Cc1ccccc1OCC(=O)OC1CCN(C)CC1	-11%	-4%	-6%	20%	6%	8%	-5%	9	-19%[0.501 µM]
Cc1ccc(S(=O)(=O)N2C[C@H]3[C@H]4C(=O)N(c5ccccc5)C(=O)[C@H]4C[C@H](OC(=O)NCc4ccccc4)[C@@]3(O)C2)cc1	.	.	.	.	-17%	-5%	i	1	.
CCCC(=O)Nc1cc(OC)c(NC(=S)Nc2cccc(C)c2)cc1OC	.	.	.	.	-7%	15%	i	-2	.
Cc1cc(C)cc(NC(=O)C[n+]2ccccc2)c1	-18%	4%	3%	24%	-2%	-3%	-3%	-6	?
CN(C)/C=C/C(=O)c1ncc(C(F)(F)F)cc1Cl	3%	-14%	0%	19%	7%	8%	5%	4	?
Cc1ccc(CNC(=O)C2CCCN2S(=O)(=O)c2ccc(F)cc2)cc1 (stereo not drawn)	-9%	-11%	-1%	12%	3%	3%	-1%	8	.
O=C1C=C(c2cccc(Cl)c2O)C[C@@H](c2ccc3c(c2)OCO3)C1	-35%	?	?	-20%	2%	27%	6%	-2	16%[2.33 µM]
Cc1ccc(S(=O)(=O)N(C)C)cc1NC(=O)CSc1ncc(C(F)(F)F)cc1Cl	-12%	-5%	9%	43%[activator]	-8%	-5%	-10%	-6	32%[59 µM]
Nc1c(N2CCOCC2)cc(Cl)c2nonc12	-30%	-8%	-2%	4%	-5%	4%	i	-62*	?
Cc1ccc(C(=O)C2=C(O)C(=O)N(CCCN(C)C)C23C(=O)N(C)c2ccccc23)o1 (stereo not drawn)	-17%	-29%	-11%	34%	11%	27%	-5%	-2	-47%[59 µM]
CCCCc1ncc(CN2CCC(CC3CCCCO3)(C(=O)OCC)CC2)[nH]1 (stereo not drawn)	-26%	-19%	-9%	26%	-18%	0%	i	2	48%
Cc1ccc(OCC(=O)N(C)C2CCCCC2)c([N+](=O)[O-])n1	-5%	.	1%	24%	-16%	8%	8%	-2	.
CCc1noc(C)c1C(=O)Nc1ccc(-c2nnc3n2CCCCC3)cc1	-13%	12%	0%	13%	-3%	0%	-2%	1	6%
NNC(=S)NC1CCCCC1	-4%[57.1 µM]	?	-7%	2%	-19%	0%	-4%	4	-28%
COc1ccc(-c2csc(-c3nc(-c4ccc(Br)s4)cs3)n2)cc1F	1%	5%	2%	36%	-16%	3%	26%	-1	-45%[59 µM]
O=C(COC(=O)c1ccc(F)cc1Cl)NC(=O)NC1CCCC1	-17%	-2%	-2%	36%[activator]	-1%	-1%	-8%	5	3%[12.7 µM]
CCOC(=O)CN(C)C(=O)CCc1nnc(-c2ccsc2)o1	-8%	?	-7%	38%[activator]	-15%	-4%	-7%	-1	-5%
c1nc(N2CCOCC2)c2c3c(sc2n1)CCCC3	-13%	-3%	2%	11%	5%	-12%	-14%	2	-10%[59 µM]
CC(=O)Nc1ccc(OCC(O)CN2CCN(c3ccc(F)cc3)CC2)cc1 (stereo not drawn)	-18%	-7%	3%	22%	-3%	0%	1%	-22	8%
COc1ccc(C(C)(C)C)cc1NC(=O)CCCN1C(=O)NC(C)(C)C1=O	-4%	-4%	-9%	28%	-12%	-2%	-1%	-1	5%[59 µM]
CCCC(NS(=O)(=O)c1ccc(Br)cc1)C(=O)O (stereo not drawn)	?	0%	-3%	2%	-2%	20%	-3%	-1	?
